CHO-K1 Ca antag – M1 antagonist counterscreen hit in parental CHO-K1 cells; ATP-induced calcium, Fluo-8 fluorescence; inhibition, % at 3 µM; 360,000 tested, 0.6% active; AID 602250;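 active = inhibition above a per-plate cutoff, the plate's mean sample inhibition plus 3 SD, cut at about 24% in these data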;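 also: 0% = DMSO plus EC80 ATP and 100% = DMSO alone without ATP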
TAAR1 agonist – human TAAR1 agonism; Q96RJ0; CHO RD-HGA16 TAAR1, Fluo-8 calcium fluorescence; vehicle wells 0%, saturating PEA agonist 100%; activation, % at 3 µM; 360,000 tested, 0.99% active; AID 624467;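 active = activation above the mean activation of all test compounds in the run plus 3 SD, cut at about 38% in these data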
Target sequence (Q96RJ0 whole entry, looked up): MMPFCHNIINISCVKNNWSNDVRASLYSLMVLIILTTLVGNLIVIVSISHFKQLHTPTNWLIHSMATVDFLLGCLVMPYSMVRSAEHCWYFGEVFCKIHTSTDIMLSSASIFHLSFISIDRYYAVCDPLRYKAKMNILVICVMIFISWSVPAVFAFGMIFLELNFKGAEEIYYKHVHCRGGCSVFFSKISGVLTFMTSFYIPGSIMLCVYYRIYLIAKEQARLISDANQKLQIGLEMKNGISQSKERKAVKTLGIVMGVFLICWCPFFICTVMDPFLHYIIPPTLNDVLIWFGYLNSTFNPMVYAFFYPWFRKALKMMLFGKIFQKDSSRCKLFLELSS
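System: CHO-derived RD-HGA16 cells with stable Gα16 and human TAAR1 / Times: 17-24 h plating, Fluo-8 75 min 37 °C, 30 min RT / Technique: calcium-sensitive Fluo-8 signal, excitation 470-495, emission 515-575 nm / Measure: % activation relative to PEA EC100 response / Benchmarks: DMSO and PEA EC100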
CHO parental Ca – counter-screen: ATP calcium response change in parental CHO cells | parental CHO-K1, ATP-induced calcium, Fluo-8 fluorescence | inhibition, % at 5.6 µM | 330,000 tested, 0.63% active | AID 463079;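 active = inhibition above that plate's mean sample inhibition plus 3 SD, cut at about 26% in these data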;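 also: 0% = ATP-challenged DMSO wells and 100% = DMSO wells without ATP; some compounds past the cut are filed as inactive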
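Assay system – parental CHO cells · Reagent – ATP stimulus · Detection – intracellular calcium via Fluo-8 no-wash fluorescent dye · Evaluation – percent inhibition of ATP-evoked calcium rise, normalized to controls · Controls – ATP wells versus no-ATP DMSO wells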
OXTR potentiator – human OXTR potentiation; P30559; CHO-OTR cells, Fluo-8 calcium fluorescence, potentiator mode; 0% = oxytocin EC15, 100% = EC100; activation, % at 3 µM; 320,000 tested, 0.061% active;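 active = activation above that plate's cutoff, the mean activation of tested compounds plus 3 SD, cut at about 6.6% in these data, passing the limit was not always enough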;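 also: 100% uses oxytocin at 75 nM as the full agonist control; some results filed as inactive read as strong as hits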
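System: human OTR in CHO cells / Also added: sub-maximal oxytocin, roughly EC15 / Control set: EC15 oxytocin low, 75 nM oxytocin high / Schedule: 6 min compound pre-incubation at room temperature, 100 s kinetic read / Compound: single-point 3.0 µM / Replication: singlicate / Technique: Fluo-8 calcium dye fluorescence / Read-out basis: % activation of max/min ratio relative to oxytocin controls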
TAAR1 antagonist – antagonists of human TAAR1 | CHO RD-HGA16 TAAR1, Fluo-8 calcium fluorescence, antagonist | inhibition, % at 3 µM | Q96RJ0 | AID 624466 | 360,000 tested, 1.5% active;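 active = inhibition above a per-plate cutoff, the mean inhibition of test compounds on that plate plus 3 SD, cut at about 49% in these data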;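 also: 0% = DMSO plus EC80 beta-PEA response and 100% = DMSO alone without agonist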
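Assay system: CHO-derived RD-HGA16 cells stably expressing human TAAR1 plus Gα16. Timing: 140 s kinetic read after compound, 140 s after agonist. Technique: kinetic Fluo-8 calcium fluorescence measurement. Measure: % inhibition of agonist calcium response.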
V1R ag counter – counter-screen for oxytocin receptor agonists: human V1a receptor agonists | AID 2797 | P37288 | activation, % at 3 µM | 320,000 tested, 0.25% active | CHO-V1R cells, Fluo-8 calcium fluorescence, agonist mode; 0% DMSO, 100% 3 nM vasopressin;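 active = activation above the mean activation of all tested compounds plus 3 SD, per screening run, cut at about 20% in these data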;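 also: signal is peak over basal fluorescence ratio across a 100 second FLIPR read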
CHO-K1 Ca PAM – M1 PAM counterscreen hit in parental CHO-K1 cells | ATP EC20, Fluo-8 calcium fluorescence; 0% at ATP EC20, 100% at ATP max | activation, % at 3 µM | 360,000 tested, 0.02% active | AID 602247;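 active = activation above the run cutoff, the mean activation of all test compounds plus 3 SD, cut at about 40% in these data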;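 also: peak over basal fluorescence ratio in a 140 s read after ATP addition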
M1 ag parental – counter-screen for M1 agonists: effect in parental CHO-K1 cells | Fluo-8 calcium fluorescence; scaled to maximal ATP response, vehicle zero | activation, % at 3 µM | 360,000 tested, 0.48% active; in the data active = activation above about 15%;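 also: untransfected CHO-K1 host cells lacking M1 receptor as counterscreen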
M1 ag – agonists of human M1 muscarinic receptor | P11229 | CHO-K1 hM1, Fluo-8 calcium fluorescence, agonist mode; 0% DMSO, 100% acetylcholine EC100 | activation, % at 3 µM | 360,000 tested, 0.33% active;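 active = activation above the run's mean compound activation plus 3 SD, cut at about 16% in these data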;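 also: peak over basal fluorescence ratio within a 140 s kinetic read after compound addition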
Target sequence (P11229 whole entry, looked up): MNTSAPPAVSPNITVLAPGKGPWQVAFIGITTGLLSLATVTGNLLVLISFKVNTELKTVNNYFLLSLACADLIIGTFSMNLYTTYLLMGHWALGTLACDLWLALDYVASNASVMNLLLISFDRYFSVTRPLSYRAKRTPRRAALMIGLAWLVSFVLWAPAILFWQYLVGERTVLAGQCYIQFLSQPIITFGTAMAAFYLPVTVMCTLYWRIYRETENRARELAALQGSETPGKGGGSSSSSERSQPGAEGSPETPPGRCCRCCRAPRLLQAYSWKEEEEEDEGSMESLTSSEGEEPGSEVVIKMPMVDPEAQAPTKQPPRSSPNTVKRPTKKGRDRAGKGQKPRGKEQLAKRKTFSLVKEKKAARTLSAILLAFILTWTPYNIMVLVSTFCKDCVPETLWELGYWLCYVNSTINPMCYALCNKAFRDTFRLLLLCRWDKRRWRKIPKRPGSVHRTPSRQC
* = called active by the depositor; nt = no result given.

mol,CHO-K1 Ca PAM,OXTR potentiator,TAAR1 antagonist,TAAR1 agonist,V1R ag counter,CHO-K1 Ca antag,M1 ag parental,M1 ag,CHO parental Ca
CCOC(=O)N1C(=O)NC(=O)C1c1ccccc1 (centres undefined),-14.6,nt,-21.1,2.0,nt,1.8,-0.6,1.3,nt
CC(=O)c1ccc(NC(=O)CN2CCN(c3ncccn3)CC2)cc1,2.3,-13.5,2.9,3.2,0.8,-3.7,1.0,-3.8,-15.6
Cc1ccc(S(=O)(=O)N(CC(=O)O)Cc2ccccc2F)cc1,1.2,-5.3,-6.7,4.6,-0.6,-1.8,0.0,-2.9,8.8
O=C(NCC(c1ccco1)N1CCN(c2ccccc2)CC1)c1ccco1 (centres undefined),-5.8,2.0,nt,nt,0.6,-6.5,0.5,-2.8,-11.6
COc1ccccc1C(=O)Nc1ccnn1C1CCN(Cc2cnc(N(C)C)s2)CC1,8.2,5.9,1.8,0.8,0.3,-5.1,1.4,-5.6,-19.7
Cc1ccc(C(=O)Nc2c3c(nn2-c2ccccc2)CS(=O)(=O)C3)cc1C,6.1,-5.6,-10.1,0.2,-0.3,-10.2,1.8,-1.6,-10.1
CCOc1ccccc1N(CC(=O)NC1CCCCC1)C(=O)CCC(=O)Nc1cc(C)ccn1,11.4,-5.2,-6.4,-0.2,0.6,-5.2,1.2,1.5,-0.7
Cn1c(=O)c2nc(SCCO)n(C)c2n(C)c1=O,23.2,nt,-7.9,0.3,nt,-12.8,1.2,-2.6,nt
CC(C)CCSc1nnc(Cn2c(=O)sc3ccccc32)n1C,9.9,1.7,-27.3,0.4,-0.5,1.3,-0.6,-4.3,-7.0
c1cnc(NC2C3CC4CC(C3)CC2C4)nc1 (centres undefined),9.6,-0.3,-27.4,5.1,-1.2,-8.9,0.2,-0.3,6.5
CCCCNC(=O)C1(C)CCN1C(=O)c1ccc(C(F)(F)F)nc1C (centres undefined),-6.7,nt,-9.2,0.8,nt,0.8,0.6,-1.7,nt
COCCCNC(=O)C1CCC(CNS(=O)(=O)c2ccc(OC)cc2)CC1 (centres undefined),12.6,-0.4,11.9,0.4,0.5,6.3,0.5,-4.0,-1.8
COC(=O)C1=C(C)NC(C)=C(C(=O)OC)C1c1cn(-c2ccccc2)nc1-c1ccco1,3.2,-2.4,-9.0,9.0,-0.2,-8.2,0.6,-3.1,-15.6
COCCC(=O)N1CCCC(N2CCN(c3ccc(F)cc3)CC2)C1 (centres undefined),13.8,-4.5,-25.8,2.1,0.1,-7.7,0.4,-8.6,-7.4
O=C(NCCc1ccccc1)C1CC(c2ccccc2O)=NO1 (centres undefined),1.1,-3.2,11.1,37.1,1.6,-21.6,0.5,8.7,-0.8
COc1cc(-c2noc(CCC(=O)NC3CCCCC3)n2)cc(OC)c1OC,20.0,-2.9,3.9,5.0,1.2,-24.5,2.4,-5.4,-28.6
COc1ccc2c(CC#N)c[nH]c2c1,26.1,-5.0,11.3,-1.2,0.3,-10.8,0.9,-1.7,-1.6
Cc1cccc(N/C(N)=N/c2nc(C(F)(F)F)cc(C(F)(F)F)n2)c1,21.8,-14.2,0.1,12.4,1.6,-14.7,1.3,-7.2,1.4
O=C1c2ccccc2C(Nc2ccccc2)N1c1ccc(Cl)cn1 (centres undefined),13.6,nt,17.9,-1.5,nt,-4.7,0.0,-12.5,nt
Cc1ccc(C(=O)Nc2ccc(SC(F)F)cc2)s1,6.4,-17.7,20.7,0.3,1.7,-5.6,3.0,-4.3,-0.6
COc1ccc(C(=O)Nc2cc(C)on2)cc1,14.4,3.4,1.5,17.0,1.6,1.5,0.5,-3.9,-2.9
O=C(/C=C/c1ccccc1)NCCCNC(=O)/C=C/c1ccccc1,2.0,-1.4,-7.0,0.4,-1.6,-21.1,0.5,-6.1,-16.6
CC(/C=N/NC(=O)c1ccco1)=C\c1ccccc1,6.2,-7.5,0.9,16.4,0.6,-0.8,0.5,-2.1,-11.1
CC(=O)Nc1cccc(Oc2ncnc3scc(-c4ccc(C(C)C)cc4)c23)c1,29.3,0.6,-11.6,12.8,1.6,-14.3,1.9,-2.5,2.3
CCCNC(=O)C1(C)CCN(C(=O)c2ccc(OC(F)F)cc2)C1 (centres undefined),-12.6,nt,-14.3,-0.2,nt,3.4,-0.4,4.8,nt
Cc1nnc(SCC(=O)NNC(=O)c2ccc(Cl)cc2)n1CC1CCCO1 (centres undefined),5.0,-9.5,13.8,4.8,0.0,-5.5,-0.3,-5.8,-14.3
CC(C)c1nnc(NC(=O)CCC(=O)NCC2CCCO2)s1 (centres undefined),21.7,-12.3,14.1,3.3,0.5,-8.0,0.6,-1.9,-4.8
Cc1c(NC(=S)NC(=O)c2cc3ccccc3o2)cccc1C(=O)O,8.1,-3.3,-13.3,1.4,0.9,-10.2,0.3,2.0,0.6
COc1nc(C)nc2c1ccc1ccccc12,10.6,-4.3,15.1,4.9,0.3,-0.2,0.5,-3.9,-6.1
O=C(NCc1cccc(F)c1)C1CCC(=O)N(CCCN2CCOCC2)C1 (centres undefined),13.1,-4.1,7.9,0.9,0.6,-2.9,0.1,-3.3,-12.7

One compound at a time (already shown). Order of screens: CHO-K1 Ca PAM | OXTR potentiator | TAAR1 antagonist | TAAR1 agonist | V1R ag counter | CHO-K1 Ca antag | M1 ag parental | M1 ag | CHO parental Ca
`COCCCNC(=O)C1CCC(CNS(=O)(=O)c2ccc(OC)cc2)CC1` (centres undefined) is listed as 12.6 | -0.4 | 11.9 | 0.4 | 0.5 | 6.3 | 0.5 | -4.0 | -1.8
`CC(C)CCSc1nnc(Cn2c(=O)sc3ccccc32)n1C` is listed as 9.9 | 1.7 | -27.3 | 0.4 | -0.5 | 1.3 | -0.6 | -4.3 | -7.0

Other structures:
mol,CHO-K1 Ca PAM,OXTR potentiator,TAAR1 antagonist,TAAR1 agonist,V1R ag counter,CHO-K1 Ca antag,M1 ag parental,M1 ag,CHO parental Ca
CCCCNC(=O)CCn1nc(-c2ccccc2)ccc1=O,26.9,-14.1,8.5,-0.6,0.4,-13.5,1.0,-5.2,0.9
COc1ccc(-c2nc(CSCC(=O)NCc3ccco3)c(C)o2)cc1,13.0,1.7,nt,nt,-1.1,0.5,0.1,-3.9,-19.5
CC1CCN(CCCNC(=O)C2CCC(=O)N2C2CCCC2)CC1 (centres undefined),25.4,-3.4,-17.1,5.1,-0.2,-41.4,0.9,-11.8,-10.2
CC(=O)NC1C(OCc2ccccc2)OC2COC(c3ccccc3)OC2C1OCC(=O)O (centres undefined),-8.2,-3.6,4.5,8.8,0.7,6.8,-0.5,-3.9,-13.3
COc1cc(CCCN2CCNC[C@H]2Cc2ccc(O)cc2)cc(OC)c1OC,12.7,-1.9,-13.1,3.9,0.5,-6.7,0.3,2.4,7.2
COC(=O)C[C@H]1c2cc(F)ccc2S(=O)(=O)N1Cc1ccccc1OC,17.2,-5.8,-3.1,9.8,0.0,-11.9,-0.5,-5.0,-6.8
CC(C)(C)OC(=O)C[C@@H]1C/C=C\C[C@H](CC(=O)N(CCO)Cc2ccccc2)C(=O)N[C@@H](Cc2c[nH]c3ccccc23)COC1=O,-10.5,-6.6,14.6,1.0,-0.8,-4.9,-0.4,-8.6,-3.8
CC1(OC(=O)C2CCCC2)C(=O)C=C2C=C(c3ccsc3)N(c3ccccc3)C=C2C1=O (centres undefined),26.5,-6.6,11.7,1.4,0.2,-26.6,0.3,-6.1,-10.1
C/C(Cn1cnc([N+](=O)[O-])n1)=N\NC(=O)c1ccc(O)cc1O,26.8,-5.5,10.5,5.8,1.0,-14.0,0.7,-3.1,-9.9
CCOc1ccc(S(=O)(=O)Nc2cccc(C(=O)NCC3(N4CCCCC4)CCCCC3)c2)cc1,-15.6,-0.8,8.0,0.5,1.2,10.2,0.7,-8.3,-10.2
Cc1cnc(CNC(=O)c2ccc3oc(Cc4ccccc4)nc3c2)[nH]1,16.4,-6.4,-11.5,2.5,2.0,-10.4,0.6,-6.2,-9.0
Cc1cnc(CN(C)C(=O)c2ccc3oc(Cc4ccccc4)nc3c2)[nH]1,-21.9,-6.3,-7.3,2.8,2.7,22.8,-0.2,-6.2,-7.6
CCOC(=O)c1ccc[n+](CC(=O)Nc2cc(C(F)(F)F)ccc2Cl)c1,27.0,-10.8,-0.5,0.9,-0.7,-10.8,0.8,-6.2,-10.9
Cc1ccc(S(=O)(=O)N2CC3(O)CN(C(=O)OC(C)C)N(C(=O)OC(C)C)CC3(OC(=O)Nc3cccs3)C2)cc1 (centres undefined),-9.2,nt,40.9,4.9,nt,1.9,1.0,-0.1,nt
Cc1nc2ccc(S(=O)(=O)N(C)CC(=O)NCCc3ccccc3)cc2s1,-7.2,-13.4,10.5,0.7,-1.0,-11.3,2.1,1.6,-6.5
NN1C(=O)/C(=C2/Sc3ccccc3N2CCCS(=O)(=O)O)SC1=S,6.5,-4.7,-7.2,0.6,-0.1,-6.8,0.6,-2.6,8.7
O=C(CCS(=O)(=O)Cc1ccc(Cl)cc1)NCCCN1CCN(c2ccccc2F)CC1,26.0,-3.0,10.4,4.8,4.1,-15.1,7.5,-6.8,-11.8
CC1Cc2ccccc2N1CC(=O)N(C)c1c(N)n(Cc2ccccc2)c(=O)[nH]c1=O (centres undefined),1.8,-7.4,-8.2,2.2,0.1,-3.5,0.8,-2.3,5.5

Hits appear at their usual frequency. Share with any hit: about 3.3%.
